From PubChem BioAssay
CCHFV vOTU inh – CCHFV vOTU protease inhibition; Pep-AMC fluorescence; inhibition, % at 11.5 µM; hit rate 0.55% among 370,000; in the data active means inhibition above about 30%; further: 0% = vehicle wells with enzyme and 100% = no enzyme wells
Active calls of the source: *. These rows are one share of the data, so the mix of outcomes need not match the whole.

Preview (six entries):
How did Cc1cc2c(cc1C)-n1nnnc1C(N1CCN(CC(=O)NC(C)C)CC1)C(=O)N2 (configuration not stated) do in these assays?
CCHFV vOTU inh: 10

Results for Cc1ccc(-c2nc3ncccn3c2N)cc1 ?
CCHFV vOTU inh: 7

How did Cc1cc2c(nc1C)CCCN2C do in these assays?
CCHFV vOTU inh: -50

How did CC(=O)O[C@@]1(C(C)=O)CCC2[C@H]3C=C(C)C4=CC(=O)CC[C@@]4(C)C3CC[C@]21C (some centres not stated) do in these assays?
CCHFV vOTU inh: 4

How did CCCC[C@H](CCCc1ccc(F)cc1)CCC(=O)N(c1ccccc1)c1ccccc1 do in these assays?
CCHFV vOTU inh: 11

How did O=C(NC1CCC1)c1ccc(C#Cc2cccc(F)c2)c[n+]1[O-] do in these assays?
CCHFV vOTU inh: 2

All compounds of this part, from the first entry:
How did Cc1cc2c(cc1C)-n1nnnc1C(N1CCN(CC(=O)NC(C)C)CC1)C(=O)N2 (configuration not stated) do in these assays?
CCHFV vOTU inh: 10

Results for Cc1ccc(-c2nc3ncccn3c2N)cc1 ?
CCHFV vOTU inh: 7

How did Cc1cc2c(nc1C)CCCN2C do in these assays?
CCHFV vOTU inh: -50

How did CC(=O)O[C@@]1(C(C)=O)CCC2[C@H]3C=C(C)C4=CC(=O)CC[C@@]4(C)C3CC[C@]21C (some centres not stated) do in these assays?
CCHFV vOTU inh: 4

How did CCCC[C@H](CCCc1ccc(F)cc1)CCC(=O)N(c1ccccc1)c1ccccc1 do in these assays?
CCHFV vOTU inh: 11

How did O=C(NC1CCC1)c1ccc(C#Cc2cccc(F)c2)c[n+]1[O-] do in these assays?
CCHFV vOTU inh: 2

How did COc1ccc(-c2cc(-c3nnc(SCc4ccc([N+](=O)[O-])cc4)n3N)[nH]n2)cc1 do in these assays?
CCHFV vOTU inh: 5

Results for CC(C)c1[nH]nc2c1C(c1ccccc1)NC2=O (configuration not stated) ?
CCHFV vOTU inh: 4

How did C[C@H](O)[C@@H]1CN2CCc3c([nH]c4c(-c5ccccc5)cccc34)[C@@H]2C[C@@H]1N(C)C(=S)Nc1ccc(C#N)cc1 do in these assays?
CCHFV vOTU inh: 6

What do the screens show for `O=C(Cc1cccs1)N/N=C\c1ccccc1`?
CCHFV vOTU inh: -3

How did O=C(Cc1ccccc1F)Nc1nnc(-c2cccnc2)s1 do in these assays?
CCHFV vOTU inh: -4

Results for COC(=O)[C@]12C[C@H](CC(=O)N3CCN(C(=O)c4ccco4)CC3)C(=O)N(Cc3ccc4c(c3)OCO4)C1=C[C@H](C(C)C)O[C@@H]2C1CC1 ?
CCHFV vOTU inh: -2

Next section, starting with the last 6 of the part before.
How did COc1ccc(-c2cc(-c3nnc(SCc4ccc([N+](=O)[O-])cc4)n3N)[nH]n2)cc1 do in these assays?
CCHFV vOTU inh: 5

Results for CC(C)c1[nH]nc2c1C(c1ccccc1)NC2=O (configuration not stated) ?
CCHFV vOTU inh: 4

How did C[C@H](O)[C@@H]1CN2CCc3c([nH]c4c(-c5ccccc5)cccc34)[C@@H]2C[C@@H]1N(C)C(=S)Nc1ccc(C#N)cc1 do in these assays?
CCHFV vOTU inh: 6

What do the screens show for `O=C(Cc1cccs1)N/N=C\c1ccccc1`?
CCHFV vOTU inh: -3

How did O=C(Cc1ccccc1F)Nc1nnc(-c2cccnc2)s1 do in these assays?
CCHFV vOTU inh: -4

Results for COC(=O)[C@]12C[C@H](CC(=O)N3CCN(C(=O)c4ccco4)CC3)C(=O)N(Cc3ccc4c(c3)OCO4)C1=C[C@H](C(C)C)O[C@@H]2C1CC1 ?
CCHFV vOTU inh: -2

Results for C#CCNC(=O)C[C@H]1C[C@@]2(C(=O)OC)C(=C[C@H](C(C)(C)C)O[C@@H]2C)N(Cc2ccccc2)C1=O ?
CCHFV vOTU inh: 7

What do the screens show for `Cc1cc(NS(=O)(=O)c2ccc(NC(=O)CSc3nnc(SCc4ccc(F)cc4)s3)cc2)nc(C)n1`?
CCHFV vOTU inh: 12

Results for CCCCCCCCN1C(=O)[C@@H](CC(=O)N2CCOCC2)C[C@@]2(C(=O)OC)C1=C[C@H](C1CCCC1)O[C@@H]2C ?
CCHFV vOTU inh: 28

What do the screens show for `C[C@@H]1[C@@H](O)C[C@]2(C[C@@H](O)c3ccccc3O2)O[C@H]1c1ccccc1`?
CCHFV vOTU inh: -3

Results for C=CCOC/C=C/C#CCN(CC=C)Cc1ccc(OC)cc1OC ?
CCHFV vOTU inh: 8

How did CC[C@H](C(N)=O)N1CCCC1=O do in these assays?
CCHFV vOTU inh: 2

Results for CCCN1CCS(=O)(=O)N(Cc2cn(Cc3ccc(OC)cc3)nn2)C(C(=O)OC)C1 (configuration not stated) ?
CCHFV vOTU inh: 2

How did CCCCNC(=O)NS(=O)(=O)c1ccc(NC(=O)CSc2nnc(-c3ccc(Cl)cc3)n2N)cc1 do in these assays?
CCHFV vOTU inh: 7

Results for CCCCN(CCCC)CCCNC(=O)Cn1cc(C)c(=O)[nH]c1=O ?
CCHFV vOTU inh: -1

How did COc1ccc(C(=O)/C=C(\Nc2ccc(F)cc2)c2ccc(OC)cc2OC)c(OC)c1 do in these assays?
CCHFV vOTU inh: 7

How did Cc1cccc(C)c1NC(=O)C1(C)CN(S(C)(=O)=O)CC(=O)N1CCc1ccc(O)cc1 (configuration not stated) do in these assays?
CCHFV vOTU inh: 9

How did Cc1ccc(Cc2nc3ccccc3n2C(CCc2ccccc2)c2nc3ccccc3[nH]2)cc1 (configuration not stated) do in these assays?
CCHFV vOTU inh: -8

What do the screens show for `C/C=C/C(=O)N1CCC(C(=O)NC2CCCc3ccccc32)CC1` (configuration not stated)?
CCHFV vOTU inh: -4

What do the screens show for `O=C(N[C@H](C(=O)N1CCC[C@H]1C(=O)NCCc1ccccc1Cl)c1ccccc1)C1CCCC1`?
CCHFV vOTU inh: -4

What do the screens show for `Cc1ccccc1N1CCN(C(=O)CCn2nnc3ccccc32)CC1`?
CCHFV vOTU inh: -3

What do the screens show for `CC(C)C[C@H]1COc2cc(F)ccc2S(=O)(=O)N1C`?
CCHFV vOTU inh: 1

What do the screens show for `Cn1cc([C@]2(O)C(=O)Nc3cccc(Cl)c32)c2ccccc21`?
CCHFV vOTU inh: -8

Results for CNS(=O)(=O)/C=C/c1ccccc1CCNC(=O)OC(C)(C)C ?
CCHFV vOTU inh: 28

How did O=C(/C=C(\Nc1cc(Cl)c(Cl)c(Cl)c1)c1ccccc1)c1ccccc1 do in these assays?
CCHFV vOTU inh: -1

How did Nn1c(SCC(=O)Nc2nccs2)nnc1-c1cc(-c2ccccc2)n[nH]1 do in these assays?
CCHFV vOTU inh: 10

How did COC(=O)[C@]12C[C@H](CC(=O)N3CCSCC3)C(=O)N(CCc3ccc(OC)c(OC)c3)C1=C[C@H](C1CCCC1)O[C@@H]2C do in these assays?
CCHFV vOTU inh: 10

How did Cc1ccc(CN2CC(N3CCC[C@@H]3C)CS2(=O)=O)cc1 (some centres not stated) do in these assays?
CCHFV vOTU inh: -4

Results for COC(=O)C1CN(C2CC2)CCS(=O)(=O)N1Cc1cn(Cc2ccc(F)cc2)nn1 (configuration not stated) ?
CCHFV vOTU inh: 1

What do the screens show for `Cc1cc(NCCc2c[nH]c3ccccc23)ccc1Nc1cccnc1`?
CCHFV vOTU inh: -22

How did CN1C(=O)[C@@](O)(CC(=O)c2ccccc2)c2cc(Br)ccc21 do in these assays?
CCHFV vOTU inh: 11

How did CCCN1CCCCC(NC(=O)c2ccc(F)c(F)c2)C1=O (configuration not stated) do in these assays?
CCHFV vOTU inh: -7

Results for CC(C)C[C@@H]1COc2cc(Br)ccc2S(=O)(=O)N1Cc1cn(Cc2ccccc2)nn1 ?
CCHFV vOTU inh: 4

What do the screens show for `O=C(NCc1c(F)cccc1F)C1CCC(CNS(=O)(=O)c2cccc3cccnc23)CC1` (configuration not stated)?
CCHFV vOTU inh: 3

Results for C=CCN1[C@@H](Cc2ccccc2)COc2cc(F)ccc2S1(=O)=O ?
CCHFV vOTU inh: 7

Results for N#Cc1cccc(NC(=O)OCCCN2CCC3(CCCCC3)C2=O)c1 ?
CCHFV vOTU inh: 2

What do the screens show for `O=C(NCc1ccccc1)[C@@H]1CCCN1C(=O)[C@H]1CCCN1C(=O)c1ccc(F)c(C(F)(F)F)c1`?
CCHFV vOTU inh: 3

Results for COc1ccc(Cn2ccc3ccc(-c4ccc5ccn(C(=O)c6ccccc6)c5c4)cc32)cc1 ?
CCHFV vOTU inh: -8

What do the screens show for `CCCC(=O)N1CCC[C@]2(CC[C@@H](CCC#N)O2)C1`?
CCHFV vOTU inh: -1

Results for CC(C)(C)c1cc(O)ccc1O ?
CCHFV vOTU inh: 4

Results for O=S(=O)(c1ccccc1F)n1c(CN2CCOCC2)nc2ccccc21 ?
CCHFV vOTU inh: -1

How did O=[N+]([O-])c1ccc(F)c(CN2CCN(c3ncc(Cc4ccccc4)cn3)CC2)c1 do in these assays?
CCHFV vOTU inh: 13

How did Nc1ncnc2c1ncn2[C@@H]1O[C@H](C(=O)N[C@@H](CCc2ccccc2)C(=O)NCC(=O)N2CCOCC2)[C@@H](O)[C@H]1O do in these assays?
CCHFV vOTU inh: 6

What do the screens show for `COc1ccc(C=CC(=O)c2c(N)n(C)c(=O)n(C)c2=O)cc1`?
CCHFV vOTU inh: 5

Results for CCOC1=C2CN(S(=O)(=O)c3ccc(C)cc3)C(c3ccccc3)CC2N(S(=O)(=O)c2ccccc2Cl)C(c2ccccc2)C1 (configuration not stated) ?
CCHFV vOTU inh: 0

What do the screens show for `Cc1cccc(C(=O)Nc2c(-c3ccccc3)nc3ncccn23)c1`?
CCHFV vOTU inh: -21

Results for CC(COc1cccc([N+](=O)[O-])c1)CN1CCC(C(O)(c2ccccc2)c2ccccc2)CC1 (configuration not stated) ?
CCHFV vOTU inh: 8

Results for CCOc1cc(C=NN2CCN(Cc3ccc(C)cc3)CC2)ccc1O ?
CCHFV vOTU inh: 6

What do the screens show for `COc1ccc(S(=O)(=O)N2CCN(C(=O)CSc3nc4ccccc4nc3N3CCCCC3)CC2)cc1`?
CCHFV vOTU inh: 1

Results for Cc1n[nH]c(C)c1S(=O)(=O)NCCc1ccccc1F ?
CCHFV vOTU inh: 4

How did COC(=O)[C@]12C[C@H](CC(=O)N3CCN(C(=O)c4ccco4)CC3)C(=O)N(Cc3ccccc3)C1=C[C@H](COCc1ccccc1)O[C@@H]2C do in these assays?
CCHFV vOTU inh: -3

How did COCCCNC(=O)C[C@H]1C[C@@]2(C(=O)OC)C(=C[C@H](COCc3ccccc3)O[C@@H]2C)N(Cc2ccco2)C1=O do in these assays?
CCHFV vOTU inh: -2

Results for CC1(C(=O)Nc2ccc3c(c2)OCCO3)CSCC(=O)N1CCc1ccccc1F (configuration not stated) ?
CCHFV vOTU inh: 6

What do the screens show for `O=C(C(=O)N1CCC(CNS(=O)(=O)c2ccc(C(F)(F)F)cc2)CC1)c1cccs1`?
CCHFV vOTU inh: 10

What do the screens show for `CN(C)CC(=O)N[C@H]1C[C@@H]2O[C@@H](CO)CC[C@@H]2O[C@@H]1CCc1ccc(C2=CCCCC2)cc1`?
CCHFV vOTU inh: -1

Results for Cc1ccc(Cn2cc(CN3[C@H](c4ccccc4)COc4cc(Br)ccc4S3(=O)=O)nn2)cc1 ?
CCHFV vOTU inh: 12

What do the screens show for `COCc1[nH]nc2c1C(c1cccc(C(F)(F)F)c1)N(c1ccc(OC)cc1)C2=O` (configuration not stated)?
CCHFV vOTU inh: 23

How did COc1ccc(C2C(C(=O)Nc3ccc(C)c(C)c3)CCC(=O)N2c2ccc(OC)cc2)cc1 (configuration not stated) do in these assays?
CCHFV vOTU inh: 9

How did CC(C)CNC(=O)OCc1cn(Cc2ccccc2F)nn1 do in these assays?
CCHFV vOTU inh: -4

Results for CC(=O)C1(C(=O)NC2CCCC2)CC(c2ccccc2C(F)(F)F)=NO1 (configuration not stated) ?
CCHFV vOTU inh: -1

Results for CCOC(=O)CC[C@H]1CC[C@]2(CCCN(C(=O)c3ccc4ccccc4n3)C2)O1 ?
CCHFV vOTU inh: 0

How did O=C(Nc1cccc([N+](=O)[O-])c1)OCc1ccc2c(c1)OCO2 do in these assays?
CCHFV vOTU inh: -5

How did CC(=O)c1cc(-c2ccc3ccccc3c2)c(=O)n2c1CCC2 do in these assays?
CCHFV vOTU inh: 2

What do the screens show for `CC(C)(C)S(=O)(=O)N1C[C@H]2C(=C(CCO)C[C@H]3C(=O)N(c4ccccc4)C(=O)[C@H]32)[C@@H]1CCO`?
CCHFV vOTU inh: 13

What do the screens show for `COc1ccc(OC)c(CN2C(=O)CSCCC2(C)c2nnnn2C2CCCC2)c1` (configuration not stated)?
CCHFV vOTU inh: 0

What do the screens show for `C#CCN(C)S(=O)(=O)c1ccc(N2CCCC2)cc1Br`?
CCHFV vOTU inh: 7

How did COc1ccc(CNS(=O)(=O)c2cc3c(cc2Br)CC(C)N3C(C)=O)cc1 (configuration not stated) do in these assays?
CCHFV vOTU inh: -5

What do the screens show for `CCCC(=O)OC12CCCN(C1)/C(=C/c1ccc(OC)cc1)C2` (configuration not stated)?
CCHFV vOTU inh: 2

Results for CNc1ccccc1/C(O)=C(\C#N)C(=O)NCc1cccs1 ?
CCHFV vOTU inh: -1

How did COC(=O)[C@]12C[C@H](CC(=O)NCCC(C)C)C(=O)N(CCc3ccc(OC)c(OC)c3)C1=C[C@H](C(C)(C)C)O[C@@H]2C do in these assays?
CCHFV vOTU inh: 25

What do the screens show for `COc1ccc(-n2c(SCC(=O)N(CC(C)C)CC(C)C)nnc2-c2ccncc2)cc1`?
CCHFV vOTU inh: 5

How did COC(=O)[C@@]1(C(C)C)N=C(c2cc(OC)c(OC)c(OC)c2)[C@]2(O1)C(=O)N(Cc1cn(-c3ccccc3)nn1)c1cccc(Cl)c12 do in these assays?
CCHFV vOTU inh: 4

Results for Cc1cc(N2CCN(C(=O)OC(C)(C)C)C[C@@H]2C)ccc1N1C[C@@H](C)O[C@@H](C)C1 ?
CCHFV vOTU inh: 8
